P. falciparum M1AAP: P. falciparum M1AAP inhibitors, biochemical, fluorogenic H-Leu-NHMec substrate, 1536-well (AID 1445) | Aminopeptidase N (Plasmodium falciparum (isolate 3D7)) | recombinant M1AAP, H-Leu-NHMec fluorogenic kinetic assay; higher % means a stronger effect | one-dose inhibition, % at 30 µM; IC50 in µM for titrated hits | 0.42% of 220,000 active;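 active = primary inhibition above the hit cutoff, then over 50% inhibition at one or more dose response concentrations, cut at about 23% in these data, passing the limit was not always enough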;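 note: plate controls were DMSO full reaction for no effect and no enzyme background for full effect; strong numbers were not always called active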
XIAP antagonists: XIAP antagonists, biochemical, IAP family, fluorescence polarization (AID 1018). E3 ubiquitin-protein ligase XIAP (Homo sapiens). XIAP BIR domain, fluorescence polarization peptide displacement; higher % means a stronger effect. displacement, % at 20 µM, or IC50 in µM where a hit was titrated. 0.007% of 200,000 active; in the data active = displacement above about 50%; note: a part of the inactive calls stands beside numbers as strong as those of hits
AID2073: inhibitors of Mint1-CaV2.2 protein interaction, biochemical, HTRF (AID 2073); 0.19% of 290,000 active; HTRF protein-protein interaction, Mint1-CaV2.2; higher % means a stronger effect; Voltage-dependent N-type calcium channel subunit alpha-1B (Homo sapiens); inhibition, % at 20 µM; hits with a dose series show IC50 in µM; in the data active = inhibition mostly above about 51%, no sharp cut-off; note: some results filed as inactive read as strong as hits
P. falciparum M17LAP: P. falciparum M17LAP inhibitors, primary screen, biochemical, fluorogenic H-Leu-NHMec substrate, 1536-well (AID 1619); Leucine aminopeptidase (Plasmodium falciparum (isolate 3D7)); recombinant M17LAP, H-Leu-NHMec fluorogenic kinetic assay; higher % means a stronger effect; inhibition, % at 30 µM, or IC50 in µM where a hit was titrated; 0.38% of 220,000 active;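 active = compound inhibiting the enzyme by more than half at any dose during confirmatory dose-response retesting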;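 note: plate controls were full reaction with DMSO carrier for no effect and no enzyme background for full effect; strong numbers were not always called active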
CSM14.1 death rescue: rescue of cells from ER stress-induced death, primary screen, 384-well, CSM14.1, thapsigargin, ATP luminescence (AID 1222). CSM14.1 thapsigargin-induced death rescue, ATP luminescence; higher % means a stronger effect. one-dose cellular ATP content (survival), % at 20 µM; EC50 in µM for titrated hits. 190,000 tested, under 10 active;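 active = EC50 below 50 µM in the dose-response confirmation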;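 note: death triggered by thapsigargin at about 15 µM added after 2 h compound pretreatment; cell ATP read after overnight thapsigargin exposure of roughly 18 to 22 hours; normalized against plate controls of thapsigargin alone and 5% DMSO vehicle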
Lipid droplet: inhibitors of hepatocyte lipid droplet formation, primary screen, imaging, high-throughput imaging, BODIPY stain | inhibition, % at 6.5 µM | AML12 mouse hepatocytes, oleate lipid droplets | 0.4% of 240,000 active;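 active = lipid droplet intensity inhibited by at least 50%, with more than 500 cells counted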
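Assay system: AML12 mouse liver cells | Compound dosing: One dose, 6.5 µM compound | Read-out basis: Droplet intensity reduction, % inhibition | Measured by: Fluorescence imaging, 20x objective, two fields per well | Schedule: Overnight treatment with compound plus oleate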
HEK293 NOD2/NF-kB: NOD2 signaling inhibitors, cell-based, luminescence, uHTS, HEK293 (AID 1566) | inhibition, % at 4 µM, or EC50 in µM where a hit was titrated | HEK293 NOD2/NF-kB luciferase reporter, luminescence; higher % means a stronger effect | 0.63% of 290,000 active; note: many of its hits are not listed in these tables
Siah-1 displacement: Siah-1 peptide-binding antagonists, primary screen, biochemical, fluorescence polarization, rhodamine-plectin, uHTS (AID 1817). E3 ubiquitin-protein ligase SIAH1 (Homo sapiens). Siah-1 / rhodamine-plectin peptide fluorescence polarization; higher % means a stronger effect. one-dose displacement, % at 20 µM; IC50 in µM for titrated hits. 0.02% of 290,000 active;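 active = displacement of at least 50% at 20 µM, with a fluorescence ratio check between 0.3 and a set limit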;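 note: plate controls were Siah plus tracer with DMSO for no effect and tracer alone without Siah for full effect; strong numbers were not always called active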
LYP phosphatase: inhibitors of LYP phosphatase, biochemical, fluorescence intensity, uHTS (AID 1779) | recombinant LYP phosphatase, fluorescence intensity; higher % means a stronger effect | 0.054% of 290,000 active | Tyrosine-protein phosphatase non-receptor type 22 (Homo sapiens) | inhibition, % at 11.5 µM; hits with a dose series show IC50 in µM;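 note: plate controls were vehicle with enzyme for no effect and no enzyme for full effect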
Lipid droplet cells 6.5 µM: recorded beside Lipid droplet, whose call it bears; cell count; measured here: cell count, cytotoxicity flag;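 cells counted across two imaged fields per well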
An asterisk follows results filed as active; . = no result given. Cut-off read from the data, not from the text of the source, unless noted: active = inhibition above about 50%; inactive = the rest. Only part of the results is shown. The share of hits here may be higher or lower than overall.

SMILES	P. falciparum M1AAP	XIAP antagonists	AID2073	P. falciparum M17LAP	CSM14.1 death rescue	Lipid droplet	Lipid droplet cells 6.5 µM	HEK293 NOD2/NF-kB	Siah-1 displacement	LYP phosphatase
CCOC(=O)N1CCC(NC(=O)C2CCN(S(=O)(=O)c3ccc4c(c3)oc(=O)n4C)CC2)CC1	-1%	-1.1%	1%	-6%	-0.9%	-11	715	12%	10%	-8%
O=C(O)c1ccc(/C=N/NC(=O)c2ccc(F)cc2)cc1	7%	.	11%	7%	.	16	606	13%	-4%	0%
COC(=O)Nc1ccc(S(=O)(=O)N2CCCC(C(=O)N3CCC(C)CC3)C2)cc1 (stereo unspecified)	4%	0.5%	-3%	-2%	0.7%	3	682	13%	-1%	0%
CC1=NN(C(=O)c2cc(C)nn2C)C(O)(C(F)(F)F)C1 (stereo unspecified)	7%	-4.0%	2%	5%	-1.3%	32	726	7%	1%	-4%
CCNC(=O)CC1C(=O)N(c2ccccc2)C(=O)N1CCc1ccc(OC)c(OC)c1 (stereo unspecified)	3%	-7.2%	17%	-9%	-1.0%	25	838	4%	1%	-3%
Brc1ccccc1OCCCCCN1CCCC1	-3%	-4.5%	1%	0%	-1.4%	.	.	-9%	3%	-7%
Cc1cc(=O)oc2cc(OCc3ccc(S(=O)(=O)N4CCOCC4)cc3)ccc12	7%	-3.9%	4%	-15%	-1.5%	12	694	12%	4%	-8%
COc1ccccc1C(=O)NCCSCc1ccccc1Cl	.	.	-10%	.	.	-2	786	-5%	-2%	-8%
O=C(c1ccc(-n2cnnn2)cc1)N1CCOCC1	-4%	-3.8%	-4%	-19%	-2.6%	.	.	0%	-3%	-13%
CCCCn1c(=O)[nH]c(=O)c2c1nc(-c1ccc(-c3ccccc3Br)o1)n2CCOC	1%	-5.5%	20%	5%	1.5%	.	.	-8%	1%	1%
CCOC(=O)c1nc(C)n(-c2cc(OC)c(Cl)cc2Cl)n1	11%	-2.1%	-2%	-12%	.	1	696	14%	13%	-5%
Cc1ccc(C(=O)CN2C(=O)C(C)Oc3ccccc32)cc1 (stereo unspecified)	4%	-2.0%	1%	1%	0.3%	-4	701	-74%	2%	-3%
COc1ccc2[nH]c(C(=O)NCCCN3CCCC3=O)c(C)c2c1	.	.	14%	.	.	-1	756	2%	2%	4%
Clc1ccc(C2[C@H]3CN(Cc4ccc(-c5ccccc5)cc4)[C@H](c4ccccc4)C34CC2(c2ccccc2)C4)cn1 (stereo partly specified)	11%	.	6%	2%	.	-2	674	6%	9%	0%
Cc1nc2ccccc2n1CC(=O)N/N=C\C=C\c1ccccc1	3%	-8.5%	6%	10%	-2.0%	.	.	-75%	-3%	-4%
CC/C(=N\NC(=S)Nc1cccc(C)c1)c1ccccc1	12%	-2.5%	-13%	2%	8.5%	-7	745	-36%	-13%	4%
Cc1sc2ncnc(NCC(C)(C)N3CCOCC3)c2c1C	0%	-2.9%	2%	0%	6.9%	-8	725	46%	-1%	-3%
CC(=O)Nc1ccc(N2CCOCC2)c(Cl)c1	0%	-2.9%	-5%	2%	-1.1%	2	658	9%	4%	-7%
CCOc1cccc(C(=O)NC(=S)Nc2cccc(C)c2)c1	11%	-5.8%	-16%	-5%	-0.6%	-10	570	-24%	1%	-1%
[O-]/[N+](=C\C=C\c1ccccc1)c1ccccc1	7%	.	8%	2%	.	6	820	-111%	-3%	2%
N[C@@H](C(=O)N[C@@H]1C(=O)N2C(C(=O)O)=C(Cl)CS[C@H]12)c1ccccc1	-1%	-11%	-11%	4%	-2.4%	-10	676	6%	2%	-5%
CCCN1Cc2cccc(C(=O)NCc3ccc(C)cc3)c2C1=O	12%	0.5%	-15%	-3%	-4.4%	17	727	28%	10%	3%
Cc1ccc(C(=O)O/N=C(\N)Cc2cccc3ccccc23)cc1	.	.	7%	.	.	10	805	5%	3%	-1%
CC(=O)Nc1ccc(C(=O)NC(C)c2ccc(-n3ccnc3)cc2)cc1 (stereo unspecified)	.	.	10%	.	.	-2	820	6%	0%	-10%
Cc1cc(C(=O)OCC(=O)Nc2cc(C)on2)c2ccccc2n1	-3%	-4.1%	2%	8%	1.6%	1	734	10%	2%	-12%

(list continues)
SMILES	P. falciparum M1AAP	XIAP antagonists	AID2073	P. falciparum M17LAP	CSM14.1 death rescue	Lipid droplet	Lipid droplet cells 6.5 µM	HEK293 NOD2/NF-kB	Siah-1 displacement	LYP phosphatase
Cc1ccc(CCSc2ccc(C(C)C)cc2)cn1	-4%	-9.8%	-4%	3%	-0.6%	-21	494	-1%	2%	-5%
O=C(Nc1cccc(Cl)c1)ON=C1c2ccccc2-c2ccccc21	8%	-4.1%	4%	5%	-2.0%	.	.	13%	-4%	0%
CC1=NN(C(=O)c2nn(C)cc2Br)C(O)(C(F)(F)F)C1 (stereo unspecified)	0%	-4.0%	-4%	2%	-1.1%	1	731	-2%	0%	-4%
CC(C)(CO)NS(=O)(=O)c1ccc2c(c1)Cc1cc(S(=O)(=O)NC(C)(C)CO)ccc1-2	.	.	-3%	.	.	2	795	16%	6%	-11%
COc1ccccc1NC(=O)c1nn(C)c(C(=O)Nc2ccccc2OC)c1[N+](=O)[O-]	.	.	10%	.	.	-1	853	8%	1%	-4%
Cc1cccc(NC(=S)NC(=O)c2oc3ccccc3c2C)n1	.	.	6%	.	.	-2	838	-34%	-4%	-2%
COc1ccc(Oc2coc3c(CN(C)C)c(O)ccc3c2=O)cc1	-11%	0.1%	14%	-11%	.	8	698	6%	1%	3%
NS(=O)(=O)c1ccc(CCNC(=O)c2ccc(Cl)nc2)cc1	.	.	4%	.	.	-9	779	18%	-2%	-7%
Cc1cccc(N2CCCn3c2nc2c3c(=O)n(CCN3CCOCC3)c(=O)n2C)c1	9%	-5.7%	12%	12%	0.6%	.	.	36%	1%	-6%
CC(C)(C)c1ccccc1OCCOCCSc1ncccn1	-3%	-14%	0%	-11%	6.4%	5	799	-3%	1%	-6%
CC(=O)N1CCc2cc(S(=O)(=O)CCC(=O)Nc3cccc(F)c3)ccc21	9%	-5.9%	-10%	-3%	-2.6%	4	723	11%	6%	-4%
O=C(Nc1ccnn1C1CCN(C2CCCC2)CC1)c1ccccc1	.	.	38%	.	.	-8	514	-25%	-7%	-1%
S=C(NCCOCCOCCNC(=S)Nc1ccccc1)Nc1ccccc1	-4%	-6.9%	-14%	-3%	-1.3%	-1	659	-3%	-2%	5%
COC(=O)C1CCN(S(=O)(=O)c2cn(C)c(=O)n(C)c2=O)CC1	2%	-6.7%	-1%	8%	-2.3%	-18	690	-2%	6%	1%
Cc1ccc(-c2cc(C(=O)N3CC(C)CC(C)C3)c3ccccc3n2)o1 (stereo unspecified)	.	.	11µM*	.	.	8	797	-7%	2%	1%
O=C(Nc1cnc2ccccn2c1=O)c1ccc(Cl)cc1Cl	10%	-7.4%	13%	15%	-2.8%	8	683	12%	0%	2%
C=CCOc1ccccc1CN1CCC(Oc2ccc(C(=O)N3CCCCC3)cc2)CC1	.	.	5%	.	.	-22	782	6%	-2%	-14%
O=C(NCn1ccc(=O)[nH]c1=S)c1ccccc1	0%	1.4%	-11%	-1%	-0.6%	.	.	11%	1%	-9%
C#CCN1C(=O)S/C(=C\c2ccc(-c3ccc(C(=O)O)cc3C)o2)C1=O	.	.	26%	.	.	.	.	-62%	26%	-9%
COc1cnc(N(C)C)nc1Sc1ccc(Cl)cc1	11%	-4.4%	2%	-3%	-0.4%	.	.	12%	5%	-2%
CCNc1nc(NC(C)C)nc(OCCNS(=O)(=O)c2cc(C)ccc2C)n1	-5%	-1.2%	-9%	-11%	3.8%	.	.	8%	-2%	-4%
COc1ccc(N(CC(=O)N2CCN(c3ccccc3)CC2)S(=O)(=O)c2c(C)noc2C)cc1	17%	3.7%	-4%	8%	-0.8%	.	.	-2%	9%	-2%
Cc1nc(Nc2nc3ccccc3o2)nc(C)c1C	3%	-3.4%	13%	0%	.	3	693	-30%	-8%	-6%
CCC1(c2ccccc2)NC(=S)N(c2ccc(C)c(C)c2)N1 (stereo unspecified)	-1%	0.4%	22%	7%	-2.5%	5	624	-136%	8%	-8%
Cc1ccc2nc(Cl)c(CN(Cc3cccs3)C(=O)C3CC3)cc2c1	-1%	0.1%	-2%	2%	-2.6%	-2	660	8%	5%	-2%

(further entries)
SMILES	P. falciparum M1AAP	XIAP antagonists	AID2073	P. falciparum M17LAP	CSM14.1 death rescue	Lipid droplet	Lipid droplet cells 6.5 µM	HEK293 NOD2/NF-kB	Siah-1 displacement	LYP phosphatase
C=CCSc1nnc2c(n1)OC(C)=Nc1ccc(Br)cc1-2	6%	-5.4%	2%	3%	-1.6%	9	648	10%	-4%	1%
CCN(CCC(=O)Nc1ccc(Br)c(C)c1)Cc1ccccc1	-6%	-5.4%	-9%	1%	0.6%	-15	713	-25%	0%	-3%
Cc1cccc(C(=O)NCCC(=O)Nc2nc(C)c(Cc3ccc4c(c3)OCO4)s2)c1	9%	0.6%	-7%	-1%	1.7%	-5	647	13%	1%	-3%
Cc1ccc(S(=O)(=O)Nc2cc(C(C)C)c(O)cc2C)cc1	3%	-4.2%	-2%	6%	-1.8%	.	.	17%	1%	-6%
O=C(NCc1ccc2c(c1)OCO2)c1ccc2c(c1)C(=O)N(CC1CCCO1)C2=O (stereo unspecified)	18%	-8.7%	-3%	29%	-1.7%	-1	821	-7%	-1%	-3%
CC1CCCN(C(=S)SCC(=O)c2cc(Br)cc(Br)c2O)C1 (stereo unspecified)	-1%	-4.4%	43%	18%	-0.4%	11	697	24%	44%	3%
O=C(NC1CCCC1)C(c1cccs1)N(C(=O)c1ccco1)c1ccc2c(c1)OCCO2 (stereo unspecified)	0%	-4.2%	-1%	-7%	3.1%	3	767	9%	0%	1%
COc1ccc(N=c2ssnc2Cl)cc1	10%	-3.9%	27%	9%	-0.5%	-11	729	-7%	6%	1%
CCOc1ccccc1C(=O)NC1CC2CCCC(C1)N2C1CC1 (stereo unspecified)	2%	-6.1%	0%	2%	-1.0%	.	.	0%	-2%	-5%
CCc1[nH]nc2c1C(c1ccc(Br)s1)C(C#N)=C(N)O2 (stereo unspecified)	11%	1.4%	4%	22%	-2.9%	0	715	-12%	0%	0%

Given with values under each structure: entries from further up.
Values run as follows: P. falciparum M1AAP	XIAP antagonists	AID2073	P. falciparum M17LAP	CSM14.1 death rescue	Lipid droplet	Lipid droplet cells 6.5 µM	HEK293 NOD2/NF-kB	Siah-1 displacement	LYP phosphatase
COc1ccc(N=c2ssnc2Cl)cc1
 : 10%	-3.9%	27%	9%	-0.5%	-11	729	-7%	6%	1%
CCOc1ccccc1C(=O)NC1CC2CCCC(C1)N2C1CC1 (stereo unspecified)
 : 2%	-6.1%	0%	2%	-1.0%	.	.	0%	-2%	-5%
